High-throughput results (PubChem BioAssay)
Autophagy HCS: autophagy modulators in MEF cells, primary screen, imaging, high-content, MEF GFP-LC3; MEF GFP-LC3 puncta imaging; test concentration mostly 10 µM; AID 463193, 2010; calls only at 10 µM (by protocol); 190,000 tested, 0.98% active;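 active = percentage of spot-positive cells more than 3 SD above its plate mean, without a fluorescence outlier flag or 80% toxicity; inconclusive = no clear call, values can overlap the other calls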;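 note: spot-positive cell cutoff set from DMSO-treated cells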
AID2073: inhibitors of Mint1-CaV2.2 protein interaction, biochemical, HTRF (AID 2073) | HTRF protein-protein interaction, Mint1-CaV2.2; higher % means a stronger effect | inhibition, % at 20 µM; hits with a dose series show IC50 in µM | 290,000 tested, 0.19% active; in the data active = inhibition mostly above about 51%, no sharp cut-off; inconclusive = no clear call, values can overlap the other calls; inactive = mostly below about 53%; note: some results filed as inactive read as strong as hits
Yfh1-off respiration: enhancers of respiration in Yfh1-depleted yeast, dose response, Friedreich's ataxia, plus single-dose screen (AID 1465); fold induction at 50 µM, or EC50 in µM where a hit was titrated; 220,000 tested, 0.074% active; S. cerevisiae Yfh1-off respiration, WST-1 reduction, 72 h; higher fold induction means a stronger effect;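 active = fold induction of absorbance versus untreated yeast above a set limit, then at least 30% activation at any dose in follow-up; inconclusive = repeats straddling the limit, or above it without dose testing; inactive = fold induction below the set limit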;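 note: activators that raise dye reduction in frataxin-depleted yeast; strong numbers were not always called active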
Dynein transport: inhibitors of GR-EGFP nuclear translocation, primary screen, dynein cargo transport inhibitor project, imaging, high-content, 3617.4 mouse cells; z-score, hits read low; 220,000 tested, 0.47% active; test concentration mostly 20 µM; stimulated with dexamethasone, 1 µM; stronger effect = lower value;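 active = plate z-score of nuclear minus cytoplasmic receptor signal below a set negative limit, without overly bright fluorescence or cell loss, cut at about -3.5 in these data, passing the limit was not always enough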;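 note: z-score of nuclear minus cytoplasmic ring GR-EGFP intensity difference per well; some compounds called inactive have numbers as strong as hits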
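Buffer or medium: tetracycline-free induction medium containing charcoal-stripped FBS / Reagent: dexamethasone agonist, 1.0 µM final, for 30 min / Technique: automated 10x imaging of fixed Hoechst-stained cells / Times: induction 48 h, compound 1 h, agonist 30 min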
MT stabilize HCS: microtubule stabilizers in HeLa cells, primary screen, imaging, high-content imaging; HeLa tubulin immunostaining HCS, 24 h; share of cells brighter than vehicle mean+2SD; 200,000 tested, 0.83% active; % tubulin-high responders, % at 10 µM;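 active = plate Z-score above 3 for both tubulin-high and condensed-nucleus cell shares, with cell loss under 80%, at 10 µM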;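 note: anti alpha tubulin signal scored within the nucleus-defined area of each cell; some results filed as inactive read as strong as hits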
Ins promoter up: insulin promoter activators in MIN6 cells, imaging, high-content screening, mouse beta cells; 190,000 tested, 0.3% active; z-score at 5 µM; MIN6 insulin promoter-GFP reporter; stronger effect = higher value;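 active = z-score above 3 at 5 µM with at least 500 cells counted in the well; inconclusive = wells under 500 cells, flagged as cytotoxic or low count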
HIV peptide binding: inhibitors of HIV fusion peptide binding, primary screen, biochemical, uHTS, fluorescence dequenching (AID 1986) | inhibition, % at 20 µM, or IC50 in µM where a hit was titrated | cell-free peptide binding, fluorescence dequenching, 30 min; higher % means a stronger effect | 290,000 tested, 0.3% active; in the data active = inhibition mostly above about 52%, no sharp cut-off; inactive = mostly below about 76%; note: some results filed as inactive read as strong as hits
b-catenin transl: modulators of beta-catenin nuclear translocation, primary screen, imaging, HeLa cells, immunofluorescence, high-content; nuclear translocation activity, % at 5 µM; AID 1665, 2009; 190,000 tested, 0.3% active;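 active = nuclear translocation activity above 50% at 5 µM, with a well cell count of 50 or more; inconclusive = wells under 50 cells across six images, flagged as toxic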;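 note: per-cell ratio of nuclear to cytoplasmic median beta-catenin stain intensity; plate controls were DMSO negative control for no effect and GSK-3 inhibitor IX positive control for full effect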
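Test system: human HeLa cells, endogenous beta-catenin. Times: 24 h compound exposure, 37°C. Measured by: beta-catenin immunofluorescence imaging with DAPI.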
WT yeast gro inh: growth inhibition of WT strain, primary screen, mitochondrial fusion inhibitor project, WT and mutant strains, chemical genetic; mitochondrial fusion phenotypic screen; inhibition, % at 10 µM; AID 1362, 2008; 190,000 tested, 2.1% active; in the data active = inhibition above about 58%; tested in S. cerevisiae
WT yeast gro inh mutant strain: second read-out of WT yeast gro inh, no call of its own (marks repeat the call); inhibition, %; mitochondrial fusion phenotypic screen, mutant strain inhibition
Dynein transport cytoplasmic EGFP: second read-out of Dynein transport, no call of its own (marks repeat the call); z-score; measured here: cytoplasmic GR-EGFP intensity; stronger effect = higher value
Dynein transport nuclear GR-EGFP: also measured in Dynein transport; calls as there; z-score; measured here: nuclear GR-EGFP intensity;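 lower value marks the stronger effect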
Dynein transport cell count: also measured in Dynein transport; calls as there; z-score; measured here: cell count per field
Ins promoter up cell count: recorded beside Ins promoter up, whose call it bears; cell count; measured here: cytotoxicity, nuclei count;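 total cells summed across four imaged fields per well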
b-catenin transl cell count 5 µM: further read-out of b-catenin transl, marked with its call; cell count; measured here: cell count, cytotoxicity flag
MT stabilize HCS Hoechst-high %: recorded beside MT stabilize HCS, whose call it bears; % Hoechst-high responders; measured here: nuclear condensation Hoechst responders;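 share of cells brighter than vehicle mean plus two SD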
MT stabilize HCS cytotoxicity %: recorded beside MT stabilize HCS, whose call it bears; toxicity, %; measured here: cytotoxicity by cell density;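 0% = mean cell density of plate MIN control wells and 100% = no cells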
Autophagy HCS cell loss 18 h: also measured in Autophagy HCS; calls as there; toxicity, %; measured here: cell loss, nuclei count;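 cell loss after 18 h compound exposure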
Active calls of the source: *; i = inactive; ? = inconclusive; nt = not tested or not shown; + = active, no number.

nr	SMILES	Autophagy HCS	Autophagy HCS cell loss 18 h	AID2073	Yfh1-off respiration	Dynein transport	Dynein transport cytoplasmic EGFP	Dynein transport nuclear GR-EGFP	Dynein transport cell count	MT stabilize HCS	MT stabilize HCS Hoechst-high %	MT stabilize HCS cytotoxicity %	Ins promoter up	Ins promoter up cell count	HIV peptide binding	b-catenin transl	b-catenin transl cell count 5 µM	WT yeast gro inh	WT yeast gro inh mutant strain
1	Cc1cccc2sc(N(CCCN(C)C)C(=O)c3ccc(Cl)s3)nc12	i	4.4	-12.1%	i	0.122	-0.376	-0.262	1.12	1.7	2.7	4.5	1.08	1088	-1.4%	-1.4	1043	53.2	32.2
2	COc1ccccc1-c1cc(C(F)(F)F)nc(S(=O)(=O)CCCC(=O)NCc2ccc(F)cc2)n1	i	-5.5	-1.6%	?	0.31	0.0365	0.0383	0.252	2.9	1.5	5.9	-0.04	1162	-2.0%	0.6	1145	-17.4	-1.6
3	O=C(COC(=O)C1CCCN1C(=O)c1cccs1)Nc1ccc2c(c1)OCO2 (stereo not drawn)	i	-5.4	-5.1%	i	-0.32	-0.246	-0.238	0.345	4.9	2.2	2.8	0.27	1078	-1.8%	-2.2	1001	7.7	-1.5
4	O=C(Oc1nsnc1N1CCOCC1)c1ccccc1	i	-1.0	-6.9%	i	-0.857	-0.209	-0.304	1.64	2.1	1.9	8.6	-1.52	895	-1.1%	nt	nt	10.7	22.1
5	O=C1N=C(N2CCOCC2)S/C1=C1\C(=O)N(Cc2ccccc2)c2ccc(Br)cc21	nt	nt	11.3%	nt	nt	nt	nt	nt	nt	nt	nt	-0.45	1329	1.3%	-3.4	947	nt	nt
6	CSc1sc(C(=O)NNC(C)=O)c2c1C=CCC2	nt	nt	-1.2%	i	-0.409	-0.247	-0.277	1.1	nt	nt	nt	0.17	1431	-1.8%	0.5	1044	nt	nt
7	Cc1sc2ncnc(OCc3nnc(-c4cccs4)o3)c2c1C	i	8.7	-2.3%	i	2.3	0.0374	1.18	-1.66	2.9	2.3	6.5	nt	nt	0.0%	-1.6	1115	-7.5	-7.5
8	O=C(Nc1ccc(CN2CCOCC2)cc1)c1cccc(-c2cc3ccccc3oc2=O)c1	i	13.3	5.6%	i	-0.133	-0.307	0.127	0.587	3.7	2.3	9.1	0.24	1630	0.3%	-0.5	1025	2.8	-1.9
9	CCCCSc1nn[nH]n1	i	12.2	0.9%	i	0.0392	0.0857	0.411	1.05	3.3	3.5	12.8	0.39	1180	0.5%	-3.6	1009	10.3	-5.0
10	O=C(c1ccc(Cl)nc1)N1CCc2ccccc2C1	i	-1.4	-3.3%	i	-0.631	-0.102	-0.156	0.533	0.8	1.3	4.1	-0.08	817	-2.6%	nt	nt	-9.1	-7.1
11	O=c1cc(CSc2nnc(COc3ccccc3Cl)o2)nc2sccn12	i	16.0	11.4%	i	-0.834	-0.232	0.0361	1.53	5.8	2.0	8.3	-0.83	1260	2.6%	-2.2	644	-7.8	3.7
12	CCCCC(CC)C(=O)Nc1ccc(C#N)cc1 (stereo not drawn)	i	-11.2	1.8%	i	1.33	0.0755	0.757	-1.45	0.9	1.2	8.1	1.15	955	1.2%	-3.6	1162	12.8	8.5
13	Cc1cc(C)c2nc(C(F)(F)F)nc(NCCCN3CCOCC3)c2c1	i	-4.7	4.0%	i	-0.711	-0.293	-0.0915	0.233	1.2	0.8	8.8	-0.29	798	-1.7%	nt	nt	64.9	68.6
14	CC(=O)c1ccc(NC(=O)C2CCCN2S(=O)(=O)c2ccc(C)cc2)cc1 (stereo not drawn)	i	-4.2	2.6%	i	0.056	-0.22	0.26	0.628	2.8	2.5	1.9	-0.26	1487	2.4%	-2.4	1066	-19.0	9.4
15	CCc1ccc(S(=O)(=O)Nc2c(C)nn(C)c2C)cc1	i	-1.7	6.7%	i	-0.718	-0.21	-0.0872	0.591	1.7	1.8	11.4	nt	nt	2.4%	7.5	854	-9.4	-7.8
16	Cc1nnc(Oc2ccccc2F)c2ccccc12	nt	nt	-1.6%	i	-0.304	-0.198	0.156	0.265	2.0	2.3	3.8	0.74	1099	-0.8%	-7.7	1024	-4.2	2.2
17	Cc1c(N=C2C=C(Br)C(=O)C(Br)=C2)c(=O)n(-c2ccccc2)n1C	i	6.4	44.4%	i	-0.0422	-0.17	0.0453	-0.441	3.1	2.7	4.5	-0.36	1281	59.2%	0.1	1097	0.4	6.7
18	Cc1ccc(-c2n[nH]c(=S)n2/N=C/C=C\c2ccccc2[N+](=O)[O-])cc1	i	1.1	-24.9%	i	0.421	-0.18	0.554	-0.0319	4.3	1.7	0.5	-0.43	971	-2.7%	1.1	1229	nt	nt
19	O=C(NCc1ccccc1Cl)c1ccc2nc[nH]c2c1	i	-0.2	-3.5%	i	-0.533	-0.307	-0.567	0.798	3.0	3.1	5.1	0.24	1395	1.1%	0.0	1055	-6.2	-12.1
20	C/C(=N\NC(=O)c1nc2ccccn2c1C)c1cccc([N+](=O)[O-])c1	i	2.8	-2.5%	i	-0.632	-0.3	-0.331	1.75	2.1	2.2	3.6	0.31	1209	0.6%	1.0	1056	-8.9	5.8
21	O=C(N/N=C/c1ccc([N+](=O)[O-])o1)c1sc2ccccc2c1Cl	nt	nt	16.9%	i	-1.22	-0.395	-0.875	0.0422	nt	nt	nt	-0.63	931	28.6%	2.0	1283	nt	nt
22	COc1ccc(-n2c(=O)c3c(C)c(C)sc3n(Cc3cccc(F)c3)c2=O)c(OC)c1	i	-5.4	17.2%	i	-0.571	-0.214	0.47	-1.2	2.0	2.5	8.6	-0.13	1238	3.0%	-2.0	1050	28.4	25.1
23	CC1CCN(c2nnc(NC(=O)Cn3c(=O)oc4ccccc43)s2)CC1	i	5.6	0.7%	i	-0.191	-0.165	0.178	-0.226	7.8	2.5	2.5	-0.03	901	-3.0%	-6.5	1181	2.5	-8.0
24	COCCn1c(C)cc(C(=O)CN2C(=O)NC3(CCCCCCC3)C2=O)c1C	i	-1.6	-4.1%	i	-0.796	-0.0866	-0.215	1.24	4.2	3.2	4.8	-0.5	976	1.9%	-2.8	933	16.9	12.7
25	Cc1ccc(NC(=O)N(C2CCCCC2)C(C)c2cccnc2)cc1C (stereo not drawn)	i	4.6	-6.8%	i	1.12	-0.065	0.907	-0.673	4.0	2.4	5.2	0.52	933	-0.6%	nt	nt	3.0	-10.5
26	O=C(Nc1ccc(S(=O)(=O)NCc2ccco2)cc1)c1ccc2ccccc2n1	i	-13.3	9.4%	nt	-1.27	-0.343	-0.665	1.24	5.9	5.4	0.4	-0.19	1883	1.9%	-3.0	1104	21.3	23.0
27	COC(=O)Cc1ccc(NC(=S)NCCCN2CCOCC2)cc1	i	-12.8	-9.8%	i	-0.684	0.0641	-0.257	0.347	2.3	1.4	8.3	0.14	1555	-1.0%	-0.8	1106	-3.1	2.8
28	Cc1ccc(S(=O)(=O)CCC(=O)OCc2ccc(S(=O)(=O)C(C)C)cc2)cc1	i	13.6	-1.6%	i	-0.519	-0.226	0.377	-1.02	3.1	2.6	10.8	-0.4	1799	-1.8%	-1.6	945	10.2	7.7
29	CCOc1ccc(NC(=O)/C=C/c2ccc(OC)cc2)c([N+](=O)[O-])c1	+	5.4*	10.9%	i	-0.337	0.329	0.137	0.683	8.9	1.5	1.9	-0.26	1257	17.8%	nt	nt	0.8	6.8
30	COc1ccc(S(=O)(=O)NNC(=O)c2ccc(-n3c(C)ccc3C)cc2)cc1	nt	nt	48.8%	i	0.0118	-0.188	-0.0882	0.542	nt	nt	nt	-0.31	1440	6.3%	-2.2	1174	nt	nt
31	S=C(Nc1ccccc1)N1CCC(C2CCN(C(=S)Nc3ccccc3)CC2)CC1	nt	nt	8.7%	i	2.34	-0.264	1.49	-1.32	nt	nt	nt	-0.54	1277	-0.4%	-1.6	1126	nt	nt
32	COc1ccc(-c2c(-c3ccc(O)cc3O)n[nH]c2C(F)(F)F)cc1	nt	nt	9.3%	i	-0.0524	-0.28	-0.433	0.246	nt	nt	nt	-0.14	1252	-3.1%	-1.7	1208	nt	nt
33	Cc1ccc(-c2nnc(SCC(=O)N/N=C/c3ccc(C)s3)n2-c2ccc(C)cc2)cc1	i	8.7	1.6%	i	0.608	-0.252	0.241	-0.784	2.4	1.4	8.3	-0.64	1480	-2.3%	0.6	1067	40.0	-1.8
34	Cc1cccc(C)c1NC(=O)N1CCCCCCC1	i	12.6	13.3%	i	-0.639	-0.272	0.179	-0.0687	3.3	3.2	4.7	-0.39	1156	1.6%	1.7	1033	-15.6	6.6
35	CC1=C(C(=O)OC2CCCC2)C(c2coc3ccccc3c2=O)C2=C(CCCC2=O)N1 (stereo not drawn)	i	20.8	-8.0%	i	-0.98	-0.192	-0.607	1.21	1.9	1.5	3.8	-1.24	1261	1.1%	-1.0	1061	-1.1	-3.6
